OX1R antag-1 = blocks the human orexin 1 receptor; O43613; CHO/OX1R cells, Fluo-8 calcium fluorescence, orexin A; inhibition, % at 5 µM; 330,000 compounds, 0.43% hits; AID 434989;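 active = inhibition above its plate's threshold, mean inhibition of all tested compounds on the plate plus 3 SD, cut at about 37% in these data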;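 note: 0% = orexin A challenge wells and 100% = SB-334867-A antagonist wells; not every result past the cut was called active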
Target sequence (O43613 whole entry, looked up): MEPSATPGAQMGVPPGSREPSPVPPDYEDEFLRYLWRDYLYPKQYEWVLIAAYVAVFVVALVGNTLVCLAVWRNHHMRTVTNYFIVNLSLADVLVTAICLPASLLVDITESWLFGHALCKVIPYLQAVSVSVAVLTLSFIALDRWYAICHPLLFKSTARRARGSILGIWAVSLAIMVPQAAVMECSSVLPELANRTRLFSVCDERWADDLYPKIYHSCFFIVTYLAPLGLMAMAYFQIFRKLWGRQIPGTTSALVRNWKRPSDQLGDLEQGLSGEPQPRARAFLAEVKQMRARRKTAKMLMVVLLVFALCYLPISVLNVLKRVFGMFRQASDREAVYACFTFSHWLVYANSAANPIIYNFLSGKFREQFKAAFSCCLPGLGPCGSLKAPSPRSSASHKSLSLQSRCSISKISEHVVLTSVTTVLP
OX1R antag-2 = blocks the human orexin 1 receptor; OX1R-expressing cells, FRET antagonist read-out; O43613; inhibition, % at 6.6 µM; 330,000 compounds, 1.8% hits; AID 485270; in the data active = inhibition mostly above about 38%, no sharp cut-off; inactive = mostly below about 40%;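 note: 0% = agonist challenge alone and 100% = reference antagonist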
CHT PAM = allosteric activators of human choline transporter CHT. CHT-expressing cells, membrane potential dye, choline EC20; hits give high values; LV-AA mutant CHT in HEK293 cells. AID 488977. 310,000 compounds, 0.49% hits. B-score at 10 µM. Q9GZV3;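 active = initial fluorescence not abnormally high and integrated response B-score, plate-corrected, over 3 SD above library mean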
Target sequence (Q9GZV3 whole entry, looked up): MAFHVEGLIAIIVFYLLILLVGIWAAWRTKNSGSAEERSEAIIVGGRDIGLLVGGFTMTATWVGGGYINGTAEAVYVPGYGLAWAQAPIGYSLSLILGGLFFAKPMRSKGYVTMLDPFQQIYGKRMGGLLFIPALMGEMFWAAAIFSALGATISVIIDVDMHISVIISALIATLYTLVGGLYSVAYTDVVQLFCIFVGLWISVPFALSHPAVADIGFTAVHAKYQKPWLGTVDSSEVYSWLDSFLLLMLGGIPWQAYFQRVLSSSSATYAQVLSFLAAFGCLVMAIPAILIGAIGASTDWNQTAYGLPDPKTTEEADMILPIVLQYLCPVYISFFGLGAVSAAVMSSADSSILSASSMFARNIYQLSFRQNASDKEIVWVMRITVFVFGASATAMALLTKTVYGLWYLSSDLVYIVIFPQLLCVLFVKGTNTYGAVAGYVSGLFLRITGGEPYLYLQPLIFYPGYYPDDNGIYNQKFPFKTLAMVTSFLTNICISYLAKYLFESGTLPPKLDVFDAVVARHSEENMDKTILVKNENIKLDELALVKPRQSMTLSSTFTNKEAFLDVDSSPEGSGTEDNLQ
* hit, by the source's call; i = inactive; nt = not tested or not shown.

compound	OX1R antag-1	OX1R antag-2	CHT PAM
Brc1ccc(C2=Nn3c(Cn4nnc5ccccc54)nnc3SC2)cc1	-9	6	i
Oc1ccc(Nc2ncnc3c2oc2ccccc23)cc1	-5	11	i
Cc1ccc(O)c(C(=O)c2cnn(C(=O)COc3ccccc3C#N)c2)c1	2	18	i
O=C(Cn1nnc2ccccc2c1=O)N1CCOCC1	-11	10	i
CCOCCOC(=O)c1cccc(NC(=O)OCC)c1	-17	21	i
CCn1nnc(-c2ccccc2NS(=O)(=O)c2ccc(S(=O)(=O)N3CCCCCC3)cc2)n1	3	14	i
Cc1ccc(-n2c(CNc3ccc(F)cc3)nnc2SCC(=O)N2CCOCC2)cc1	-5	7	i
CCOC(=O)N1CCN(CC(=O)Nc2nc3ccc(OC)cc3s2)CC1	-1	16	i
COCCSc1ccccc1C(=O)Nc1cc(C)cc(C)c1	-13	10	i
CNC(=O)c1nc(C)c(C2(C)CC(c3cccc([N+](=O)[O-])c3)=NO2)s1 (centres undefined)	-1	31	i
COc1cc2[nH]c(=O)n(CCCCCC(=O)N3CCN(c4ccccn4)CC3)c(=O)c2cc1OC	-14	2	i
CC1=NN(S(=O)(=O)c2ccc(Cl)cc2Cl)C(=O)c2ccccc2O1	-20	29	i
Cc1cc(OC(=O)c2c(F)cc(F)cc2F)nc(C)n1	5	17	i
COc1cccc(-n2c(CN3CCN(Cc4ccccc4)CC3)nc3ccc([N+](=O)[O-])cc3c2=O)c1	-19	45	i
Cc1cc(C)n(C(C)Sc2ccccc2)n1 (centres undefined)	-10	1	i
CCOC(=O)C1NN=C(C(=O)c2ccccc2)C1c1ccccc1 (centres undefined)	-17	9	i
CC(C)=NNc1nc2c(c(=O)[nH]c(=O)n2C)n1CCc1ccccc1	-19	14	i
O=C1N(CN2CCOCC2)c2ccccc2C12OCC(CCl)O2 (centres undefined)	14	-4	i
Cc1cnc(NC(=O)c2cncc(Br)c2)s1	-22	15	i
CCCc1ccc(-c2cc(N)n[nH]2)cc1	-21	7	i
Cc1[nH]c2ccc(C(=O)OCC(=O)NC3(C#N)CCCCC3)cc2c1C	-22	28	i
COc1ccccc1C(=O)Nc1ccc(NC(=O)C2CCCCC2)nc1	-5	2	i
Cc1ccc2[nH]c(-c3cccc(F)c3)cc(=O)c2c1	-26	13	i
Cc1ccc(NC(=O)C(C)NC(=O)OCc2ccccc2)cc1C (centres undefined)	-22	12	i
Cn1nc(OC(=O)Nc2ccc(Cl)cc2)cc1C(F)(F)F	9	20	i
CCOC(=O)/C(C#N)=C\C1=C(N2CCCC2)CC(C)(C)OC1	-21	12	i
O=C(O)CC/C(=N\Nc1ccccc1[N+](=O)[O-])c1cccs1	-31	18	i
COc1ccc(-n2nc(C(=O)NCC(=O)N(C)Cc3ccccc3)c3ccccc3c2=O)cc1	-39	13	i
NC(=O)C1CCN(C(=O)CCC(=O)c2ccc(F)cc2)CC1	-23	2	i
O=C(Nc1cccc(CCc2ccccn2)c1)c1cc(F)c(F)cc1Cl	-40	18	i
O=S(=O)(c1ccc(OC(F)(F)F)cc1)N1CCC(O)(c2cccc(C(F)(F)F)c2)CC1	15	6	i
Cc1sc(NC(=S)NC(=O)c2ccc(C(C)(C)C)cc2)c(C#N)c1C	-12	-6	i
CC1(C)C(=O)Nc2ccccc2N1C(=O)CN1C(=O)c2ccccc2C1=O	-16	21	i
Cc1ccc(C(=O)CNc2cc(C)ccc2C)cc1	-8	6	i
CN1C(=O)C(C)(C)c2cc(S(=O)(=O)N3CCC(C(=O)Nc4ccc(Cl)cc4)CC3)ccc21	-16	7	i
CC(=O)NC1=NN(C(C)=O)C(C)(c2ccc(Br)cc2)S1 (centres undefined)	-14	5	i
COc1cccc(OC)c1C(=O)Nc1ccc(S(=O)(=O)Nc2cc(C)nc(C)n2)cc1	9	13	i
Cc1cc(N2CCOCC2)nc2ccc(NC(=S)NCCC(C)C)cc12	-23	2	i
COCCN(C(=O)COC(=O)c1cccc2ccccc12)c1c(N)n(Cc2ccccc2)c(=O)[nH]c1=O	-15	9	i
CN(Cc1ccccc1)C(=O)CCSc1nc(-c2ccc3c(c2)OCO3)cc(C(F)(F)F)n1	10	27	i
Cc1cccc(N2CCN(c3ccc(N4C(=O)CCCC4=O)cc3[N+](=O)[O-])CC2C)c1 (centres undefined)	-17	6	i
Clc1ccc(SCCCCN2CCNCC2)cc1	4	18	i
COc1ccc(CNc2nc3ccccc3n2CCN2CCOCC2)cc1	-16	17	i
O=C(NCCOc1ccccc1)c1ccc2n[nH]nc2c1	6	-2	nt
CC(=O)Nc1nc(C)c(-c2csc(Nc3cccc(C(C)=O)c3)n2)s1	-29	8	i
CCN(CC)CCCNC(=O)Cn1cc2c(n1)CCC(C)C2 (centres undefined)	-9	6	i
COc1ccc(S(=O)(=O)N2CCCCCC2)cc1NC(=O)CN(C)Cc1ccc2c(c1)OCO2	21	8	nt
COc1cc(SC)ccc1C(=O)Nc1ccon1	-34	17	i
O=C(CSc1nnc(CCc2nc3ccccc3[nH]2)n1-c1ccccc1)NCc1ccccc1	-18	12	i
COc1ccccc1C(=O)Nc1ncc2c(n1)CC(c1ccco1)CC2=O (centres undefined)	5	14	i
COc1ccc(-n2nnnc2SCC(=O)N2CCCc3ccccc32)cc1OC	-8	25	i
O=C(CN(c1ccccn1)S(=O)(=O)c1ccccc1)Nc1ccccc1	4	23	i
Brc1ccc(CSc2ncn[nH]2)cc1	-13	21	i
CN(C)c1ccc(C(=O)c2ccccc2C(=O)O)c(O)c1	-15	12	i
Cc1ccc(S(=O)(=O)N2CCC(C(=O)N[C@@H](C)C(=O)Nc3ccc4c(c3)OCO4)CC2)cc1	-4	7	i
NS(=O)(=O)c1cc2c(cc1Cl)NC(C1CC3C=CC1C3)NS2(=O)=O (centres undefined)	10	7	i

A run of entries taken from the entries so far:
compound	OX1R antag-1	OX1R antag-2	CHT PAM
Cc1cc(N2CCOCC2)nc2ccc(NC(=S)NCCC(C)C)cc12	-23	2	i
COCCN(C(=O)COC(=O)c1cccc2ccccc12)c1c(N)n(Cc2ccccc2)c(=O)[nH]c1=O	-15	9	i
CN(Cc1ccccc1)C(=O)CCSc1nc(-c2ccc3c(c2)OCO3)cc(C(F)(F)F)n1	10	27	i
Cc1cccc(N2CCN(c3ccc(N4C(=O)CCCC4=O)cc3[N+](=O)[O-])CC2C)c1 (centres undefined)	-17	6	i
Clc1ccc(SCCCCN2CCNCC2)cc1	4	18	i
COc1ccc(CNc2nc3ccccc3n2CCN2CCOCC2)cc1	-16	17	i

Further results.
compound	OX1R antag-1	OX1R antag-2	CHT PAM
COc1ccc(N(CC(=O)NCCc2ccc(S(N)(=O)=O)cc2)S(=O)(=O)c2c(C)noc2C)cc1	7	39	i
C=C1CCC[C@]2(C)C[C@H]3OC(=O)C(CNC(C)CCCC(C)C)[C@H]3CC12 (some centres undefined)	-27	15	i
CC1CCCCN1CCCNc1ccc(C(CC(N)=O)NC(=O)Cc2ccc(Cl)cc2)cc1[N+](=O)[O-] (centres undefined)	-7	24	i
COc1ccc(Br)cc1C(=O)O	-3	16	i
Cc1cc(-n2c(SCC(=O)NCc3cccs3)nc3n[nH]c(C)c3c2=N)ccc1Cl	-4	27	i
CCNC(=O)c1ccccc1NC(=O)c1cccc(S(=O)(=O)N2CCC(C)CC2)c1	-16	21	i
COc1ccccc1-c1cc(N)n[nH]1	-22	39	i
COc1ccc(/C=N/c2oc(-c3ccccc3)cc2C#N)cc1OC	-6	17	i
O=C/C(=C\Nc1ccccn1)c1nc2ccccc2o1	-16	2	i
CCOC(=O)CNc1cccc(C(F)(F)F)c1	-9	4	i
O=C(Nc1ccc(Cl)cc1)Nc1ccccn1	-28	22	i
CSc1ccccc1NC(=O)C1=CC(c2ccc(C)cc2)=NS(=O)(=O)N1C	-18	32	i
Cc1ccc(NC2c3ncccc3C(=O)N2Cc2cccs2)cc1C (centres undefined)	-34	55	i
Cc1ccccc1NC(=S)NCc1ccc(F)cc1	-13	8	i
COc1ccccc1OCC(=O)NCC(C)NC(=O)COc1ccccc1OC (centres undefined)	-21	8	i
Cc1ccc(C(=O)Nc2nn(C)c3cccc(F)c23)cc1	-7	5	i
CCOc1cccc(-c2csc(C3COc4ccccc4O3)n2)c1 (centres undefined)	-4	5	i
COc1ccc(S(=O)(=O)Cc2ccc(C(=O)NC3CCC(C)CC3)o2)cc1 (centres undefined)	-26	4	i
C=CCSc1nnc(-c2ccccc2NC(C)=O)c(=O)[nH]1	2	13	i
COc1cccc(CN(C)C(=O)CCC(=O)c2cc(Br)ccc2OC)c1	-15	14	nt
CC(=O)Nc1ccc(S(=O)(=O)Nc2ccccn2)cc1	-22	24	i
Cc1ccc(S(=O)(=O)N2CCN(C(=O)CSc3nnnn3C)C2)cc1	-17	10	i
COc1ccccc1CCNC(=O)C(=O)NCC1OCCN1S(=O)(=O)c1ccc2c(c1)OCCO2 (centres undefined)	-2	31	i
COc1ccc(/C=C(\C#N)C(=O)NCc2cccs2)cc1OC	-34	31	i

Carrying on:
Values in the order: OX1R antag-1, OX1R antag-2, CHT PAM
- O=C(NCCCN1CCOCC1)c1ccc(Sc2ccccc2Cl)c([N+](=O)[O-])c1
  -16, 23, i
- CCc1nnc(NC(=O)CN2C(=O)/C(=C/c3ccc(OC)c(OC)c3)SC2=S)s1
  -17, 6, i
- COc1ccccc1C(c1nnnn1CC1CCCO1)N1CCC(C(N)=O)CC1 (centres undefined)
  -14, 20, i
- Cn1nc(-c2ccc(Cl)cc2)c2cc(C(=O)N3CCN(c4ccccc4)CC3)sc21
  -18, 10, i
- CC(=O)Nc1ccc(S(=O)(=O)NCC(=O)OCC(=O)c2ccc[nH]2)cc1
  -2, 7, nt
- CCN(CC(=O)Nc1c(F)cccc1F)C(=O)CCCOc1ccc(OC)cc1
  -7, 14, i
- Cc1cc(C)cc(Nc2nc3c(S(=O)(=O)c4ccccc4)nnn3c3ccccc23)c1
  -1, 12, i
- O=C(CSC(=S)N1CCCC1)Nc1cc2c(cc1Br)OCCO2
  3, 23, i
- NC(=O)C1CC(=O)N(c2ccc(OCC(=O)Nc3ccc(F)cc3)cc2)C1 (centres undefined)
  -6, 2, nt
- Cc1cccc(/C=N\NC(=O)c2csnn2)c1
  -8, 19, i
- O=C(COC(=O)CNS(=O)(=O)c1c(F)cccc1F)NC(=O)NC1CCCCC1
  -2, 3, nt
- O=C(O)c1ccccc1O
  -6, 7, i
- O=C(Nc1ccc(-n2cccn2)cc1)C1CCN(Cc2ccsc2)CC1
  -2, -1, i
- FC(F)(F)c1nc(NCc2ccccc2)c2nnn(Cc3ccccc3)c2n1
  -18, 11, i
- CCCSc1nnc(-c2c[nH]c3ccccc23)n1CC
  -35, 2, i
- O=C(CSCc1c(Cl)cccc1Cl)Nc1ccccc1-c1ccccc1
  -30, 30, i
- C#CC[N+]1(CC#Cc2ccc(C#CC[N+]3(CC#C)CCOCC3)cc2)CCOCC1
  -14, 10, i
- CC(C)(C)OC(=O)N1CCC(CNC(=O)c2cccs2)CC1
  -17, 6, i
- O=C(Cn1ccccc1=O)NCc1ccc(F)cc1
  14, -2, i
- CCn1c(C)cc(=O)cc1-c1ccc(Cl)cc1
  -15, 8, i
- CC(=O)c1ccc(NC(=O)CSc2nnc(-c3ccncc3)o2)cc1
  -10, 4, i
- Cc1ccc(-c2nnc(N(C)C(=O)C3CCCO3)s2)cn1 (centres undefined)
  -10, 1, i
- CC(C)(C)[C@H]1C=C(C(=O)NCc2ccccc2)O[C@@H](OCc2ccc(CO)cc2)C1
  -9, 22, i
- Cc1ccc(NNC(=O)CCc2ccccc2)c(C)c1
  -6, 9, i
- COc1ccc(CCNC(=O)COC(=O)c2ccc(C)s2)cc1
  -26, 0, nt
- Cc1cccc(NC(=O)CCC(=O)N2CCOCC2)n1
  -17, 7, nt
- O=C(CCC1CCCN(C(=O)CC2=CCCCC2)C1)N1CCN(c2ccccn2)CC1 (centres undefined)
  -28, 22, i
- CC(C)(C)N(Cc1ccccc1)C(=O)COC(=O)c1ccccc1SCC(=O)N1CCCC1
  -26, 21, i
- O=C(CN(Cc1ccccc1Cl)C(=O)c1csnn1)NCc1ccc2c(c1)OCO2
  -31, 4, i
- CN(CC(=O)Nc1c(Cl)cccc1Cl)C(=O)CCCN1C(=O)c2ccccc2C1=O
  -18, 14, i
- CC[C@]12c3[nH]c4ccc(Cl)cc4c3CCN1C(=O)[C@@H](CC(=O)NCc1cccc(C(F)(F)F)c1)C[C@@H]2C(=O)N1CCN(C(=O)c2ccco2)CC1
  33, 8, nt
- O=C(COc1cccnc1[N+](=O)[O-])Nc1ccc(Cl)c(S(=O)(=O)N2CCOCC2)c1
  -3, 29, i
- O=C(CCl)Nc1ccc(N2CCCCCC2)cc1
  -16, 12, i
- CC(=O)NN1C(=O)c2ccc(Oc3cccc([N+](=O)[O-])c3)cc2C1=O
  -31, 15, i
- COc1ccc(NS(=O)(=O)c2cc(N/C(=N\S(=O)(=O)c3ccccc3)c3ccc(F)cc3)ccc2Cl)cc1
  6, 7, i
- CC1(C)Cc2cccc(OCC(=O)Nc3ccc(OCC(N)=O)cc3)c2O1
  -9, 28, i
- Nc1nc(NCCc2ccccc2)nc(NCc2ccccc2)c1[N+](=O)[O-]
  -28, 0, i
- Cc1cccc(OCC(=O)NCC2CCCO2)c1C (centres undefined)
  -10, 6, i

Rows were taken by chance; overall some 2.5% were active at least once.
